# Screening results from PubChem.
# DAX1 inh-1 = DAX1 (NR0B1) inhibitors, primary screen, cell-based, HEK293, Gal4-DAX1, luciferase luminescence; inhibition, % at 6.75 µM; HEK293 Gal4-DAX1 luciferase reporter; AID 504766, 2011; Nuclear receptor subfamily 0 group B member 1 (Homo sapiens), P51843; hit rate 0.99% among 340,000;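 active = inhibition above the mean over all tested compounds plus 3 SD, cut at about 4.2% in these data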;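 note: 0% = DAX1-transfected cells with DMSO and 100% = empty-vector control cells with DMSO; inhibition shows as a rise in luminescence from relieved DAX1 repression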
# Target sequence (P51843 207-470 limits assumed): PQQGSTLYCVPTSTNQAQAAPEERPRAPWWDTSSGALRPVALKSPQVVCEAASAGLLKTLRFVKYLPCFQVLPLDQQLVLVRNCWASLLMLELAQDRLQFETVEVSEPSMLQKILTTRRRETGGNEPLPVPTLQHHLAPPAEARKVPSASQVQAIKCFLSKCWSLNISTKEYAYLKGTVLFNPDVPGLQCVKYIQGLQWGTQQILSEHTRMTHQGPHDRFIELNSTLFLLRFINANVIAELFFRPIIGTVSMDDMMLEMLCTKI
# hgDAF-12 ag = H. glycines DAF-12 receptor agonists, primary screen, cell-based, luminescence, HEK293, GAL4 fusion, UAS-luciferase; Nuclear hormone receptor DAF-12 (Heterodera glycines), GAL4 fusion; HEK293 GAL4-hgDAF12 UAS-luciferase reporter, agonist luminescence; normalized to butyrate control; activation, % at 6.8 µM; hit rate 1.8% among 370,000;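 active = activation above a cutoff set at the mean of all screened compounds plus 3 SD, cut at about 10% in these data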;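 note: 0% = DMSO wells and 100% = sodium butyrate wells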
# ADAM17 inh = ADAM17 inhibitors, primary screen, biochemical, QFRET; Disintegrin and metalloproteinase domain-containing protein 17 (Homo sapiens), P78536; recombinant ADAM17, EDANS/DABCYL FRET peptide cleavage; inhibition, % at 6.95 µM; hit rate 0.83% among 370,000; AID 720648, 2013;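 active = inhibition above the mean of compounds lying between control limits plus 3 SD, set per campaign, cut at about 8.5% in these data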;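 note: 0% = DMSO-only wells as the low control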
# Target sequence (P78536 215-824 limits assumed): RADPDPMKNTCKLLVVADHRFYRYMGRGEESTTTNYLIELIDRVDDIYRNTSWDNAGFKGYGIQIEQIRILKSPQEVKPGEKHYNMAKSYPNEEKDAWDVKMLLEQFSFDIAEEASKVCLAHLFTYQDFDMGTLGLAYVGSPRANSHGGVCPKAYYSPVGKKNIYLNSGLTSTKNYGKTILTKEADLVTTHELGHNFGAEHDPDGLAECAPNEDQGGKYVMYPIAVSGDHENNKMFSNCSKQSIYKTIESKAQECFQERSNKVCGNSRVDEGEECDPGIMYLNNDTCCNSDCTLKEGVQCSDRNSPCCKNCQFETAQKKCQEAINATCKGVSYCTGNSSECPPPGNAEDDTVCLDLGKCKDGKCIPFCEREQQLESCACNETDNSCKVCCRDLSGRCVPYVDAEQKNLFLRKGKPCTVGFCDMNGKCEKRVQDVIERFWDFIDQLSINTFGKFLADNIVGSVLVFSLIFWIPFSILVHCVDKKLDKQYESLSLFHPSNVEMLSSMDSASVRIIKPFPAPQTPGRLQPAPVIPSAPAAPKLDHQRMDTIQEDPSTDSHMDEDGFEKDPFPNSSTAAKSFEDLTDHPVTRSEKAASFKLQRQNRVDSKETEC
# Rev-erbA mod = modulators of Rev-erb alpha DNA binding, primary screen, biochemical, FITC-DNA, fluorescence polarization, uHTS. Rev-erbα–FITC-DNA binding, 90 min. activity, % at 10 µM. hit rate 0.79% among 370,000;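 active = activity above about 14%, limit read from the data; passing the limit was not always enough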;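 note: 0% = DMSO wells with 35 nM protein and 100% = DMSO wells with 750 nM protein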
# DAX1 inh-2 = DAX1 (NR0B1) inhibitors on StAR promoter, primary screen, cell-based, luminescence, SF-1 (NR5A1), full-length DAX-1; HEK293T StAR-luciferase reporter, SF-1/DAX-1 repression relief; inhibition, % at 6.8 µM; hit rate 1.1% among 370,000; AID 652010, 2013;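 active = inhibition above the mean over all tested compounds plus 3 SD, cut at about 3.6% in these data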;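 note: 0% = DAX-1 cells with DMSO and 100% = cells lacking DAX-1 with DMSO; higher inhibition means more luminescence from relief of DAX-1 repression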
# PLC-beta3 inh = human PLC-beta3 inhibitors, primary screen, biochemical, fluorescence; Purified PLC-beta3, fluorogenic substrate; 1-phosphatidylinositol 4,5-bisphosphate phosphodiesterase beta-3 (Homo sapiens), Q01970; hit rate 0.18% among 370,000; inhibition, % at 12.2 µM; in the data active = inhibition above about 11%;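 note: 0% = median of compound wells on plate and 100% = full blocker control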
# PLCg1 inh = PLC-gamma1 enzyme inhibitors, primary screen, biochemical, fluorescence, purified enzyme; 1-phosphatidylinositol 4,5-bisphosphate phosphodiesterase gamma-1 (Homo sapiens), P19174; fluorogenic substrate; inhibition, % at 12.2 µM; hit rate 0.84% among 370,000; AID 720700, 2013; in the data active = inhibition above about 9.5%
# MBD2 DNA inh = inhibitors of MBD2 binding to methylated DNA, primary screen, biochemical, TR-FRET, DNA-binding domain, human | Methyl-CpG-binding domain protein 2 (Homo sapiens), Q9UBB5 | inhibition, % at 4.4 µM | AID 686964, 2013 | MBD2 binding to methylated oligonucleotide | hit rate 0.31% among 370,000; in the data active = inhibition above about 13%
# hcDAF12 agonist = H. contortus DAF-12 nuclear receptor activators, primary screen, cell-based, luminescence, HEK293, lit1-tk-luc reporter; HEK293 hcDAF-12 lit1-tk-luc reporter; 0% DMSO, 100% Δ7-dafachronic acid; activation, % at 6.8 µM; hit rate 1.4% among 370,000; AID 652067, 2013;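 active = activation above the mean of all tested compounds plus 3 SD, cut at about 5.5% in these data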;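 note: 100% = response to 3 µM Δ7-dafachronic acid high control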
# ssDAF12 agonist = S. stercoralis DAF-12 nuclear receptor activators, primary screen, cell-based, luminescence, HEK293, GRIP1 co-expression, lit1-tk-luc | Nuclear hormone receptor DAF-12 (Strongyloides stercoralis) | HEK293 ssDAF-12/GRIP1 lit1-tk-luc reporter; % of 3 µM dafachronic acid response | activation, % at 6.8 µM | hit rate 1% among 370,000 | AID 652126, 2013;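 active = activation above the mean over all tested compounds plus 3 SD, cut at about 0.9% in these data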;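 note: 0% = DMSO-only wells and 100% = 3 µM delta7-dafachronic acid wells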
# SMARCA2 act = SMARCA2 (BRM) function activators, primary screen, cell-based, luminescence, high throughput | activation, % at 9.1 µM | MG213 cells, MMTV-luciferase reporter, dexamethasone, overnight | AID 652017, 2013 | hit rate 1% among 370,000; in the data active = activation above about 7.8%;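 note: 0% = vehicle wells and 100% = reference activator wells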
# * hit, by the source's call; . = not tested or not shown.
no.	Structure	DAX1 inh-1	hgDAF-12 ag	ADAM17 inh	Rev-erbA mod	DAX1 inh-2	PLC-beta3 inh	PLCg1 inh	MBD2 DNA inh	hcDAF12 agonist	ssDAF12 agonist	SMARCA2 act
1	OC1(c2cccc(F)c2)CCN(Cc2ccncc2)CC1	-1.2	-1.5	-5	3	0.3	-2	-4	4	-1.5	-1.1	-1
2	CC(C)Cn1c(-c2ccc(C#N)cc2)nc2c1c(=O)[nH]c(=O)n2CC(C)C	-0.1	-0.3	-315	-9	0.1	-309	-262	-3	-1.7	-1.2	-2
3	CCS(=O)(=O)N1CCN(C(=O)c2cccc3ccccc23)CC1	0.3	1.9	-3	8	-0.2	-4	-4	-3	-1.6	-0.9	-2
4	O=C(Nc1ccc(N2CCOCC2)cc1)C1=NN(c2ccccc2)C(=O)CC1	0.4	6.2	-2	7	2.7	2	-1	-2	0.7	-0.1	2
5	COc1ccc(NC(=O)c2cc(F)cc(F)c2)cc1Cl	0.3	7.8	1	9	0.5	4	2	-3	-0.8	-1.2	9.0*
6	C=CCN(CC=C)S(=O)(=O)c1ccc(C(=O)Nc2nc3c(s2)CCc2ccccc2-3)cc1	-1.5	0.4	-3	2	-0.1	-14	-15	0	-0.4	-1.4	4
7	Cc1sc2ncn(-n3c(C)ccc3C)c(=O)c2c1C	-0.6	-1.3	-4	3	-0.4	-5	-2	-1	-0.7	-0.7	2
8	CCN(Cc1ccncc1)C(=O)CCc1ccccc1	-0.4	-0.2	-1	5	-0.1	-4	-1	-7	-2.3	-1.3	0
9	COc1cc(NC(=O)COC(=O)CO/N=C(\C)c2ccc3c(c2)OCO3)cc(OC)c1OC	-0.5	0.6	-1	-5	-0.2	0	7	5	-0.9	-0.3	-3
10	CCOc1ccc(-n2c(SCC(=O)Nc3ccc(S(=O)(=O)Nc4nccs4)cc3)nnc2-c2ccncc2)cc1	.	-2.3	2	1	0.2	-4	0	2	1.0	-1.0	-4
11	Cc1cccc(OC2CCN(Cc3nc(CC4CC4)no3)CC2)c1	-0.6	-0.1	0	9	-0.4	-4	2	-3	-1.0	-1.1	2
12	COc1cccc(CN2CCNC(=O)C2CC(=O)N(C)Cc2cnccn2)c1OC (stereo unspecified)	0.3	-1.3	-1	-3	0.3	1	0	1	-0.8	-1.8	-1
13	C=Cn1cc(CNC[C@H]2O[C@@H](n3cc(C)c(=O)[nH]c3=O)C[C@@H]2O)c(C)n1	2.1	-0.1	-2	1	3.0	-3	-2	-4	-0.9	-0.6	-4
14	CN(C)c1cc(-c2ccccc2)nc(-c2ccccc2)n1	-0.4	1.4	-1	4	-0.1	-2	-1	3	-0.2	-0.9	-3
15	COC(=O)CN(c1ccc2c(c1)OCO2)S(C)(=O)=O	1.2	-1.0	-5	-2	1.1	3	1	-3	0.6	-0.8	-3
16	CCCCNC(=O)c1cn(-c2ccc(OCC)cc2)c(=O)c2cc(OC)c(OC)cc12	-2.2	-1.0	-4	5	-0.2	-2	2	3	-2.1	-0.8	-1
17	O=C1NC(=O)C2(CCc3ccccc32)N1 (stereo unspecified)	-0.1	-2.2	3	5	-0.1	5	0	-6	-1.3	-1.1	3
18	COc1ccc(C2=NO[C@@](CC(=O)O)(C(=O)Nc3ccc4c(c3)OCCO4)C2)cc1	0.6	0.6	-7	-4	-0.3	-7	-4	-7	-1.2	-1.0	-2
19	O=C(O)c1ccc(Nc2nc(-c3cccnc3)cs2)cc1	1.6	-0.1	-1	3	0.3	-1	1	-4	0.4	-0.8	0
20	Cc1ccc(S(=O)(=O)/C(C#N)=C/c2c[nH]c3ccccc23)cc1	-0.8	2.8	4	9	0.6	-10	5	10	4.5	0.1	-5
21	CCc1nnc(SCCSc2nnc(CC)n2N)n1N	0.5	2.4	-3	-2	-0.8	2	1	4	-0.2	-1.0	-4
22	Cc1nc(C)c(-c2nnc(-c3ccc(C(C)(C)C)cc3)o2)cc1C(=O)NN	2.6	2.2	10*	2	0.1	4	4	-9	2.2	-1.6	-2
23	Cc1cc(C)cc(OCC(=O)OC(C)C(=O)Nc2c(C)n(C)n(-c3ccccc3)c2=O)c1 (stereo unspecified)	1.3	0.2	-5	11	1.4	-8	3	4	0.9	-0.7	-2
24	Cc1ccc(-n2cc(CN(C)CCc3cn[nH]c3)c(-c3cccc(C)c3)n2)cc1	-0.2	-1.8	3	0	-0.2	1	2	-1	-2.4	-0.9	-3
25	CN(C(=S)NC(=O)c1ccc(Cl)cc1)C1CCCCC1	1.6	-0.6	-3	-10	-1.1	-1	0	1	2.1	-0.1	0
26	Cc1ccc(N(CC(=O)N/N=C/c2cc(C)n(-c3ccccc3C)c2C)S(C)(=O)=O)cc1	-1.3	-0.1	1	0	-0.3	-1	-3	0	-2.4	-1.6	3
27	O=C(NCc1ccc(F)cc1)c1cc2c(s1)CS(=O)(=O)C2	-0.1	-3.5	-2	5	-0.2	-10	-2	-4	0.6	-0.2	0
28	O=C(CC1CCCC1)N[C@H](C(=O)N1CCC[C@H]1C(=O)NCCc1ccccc1Cl)c1ccccc1	.	2.2	-5	-5	0.8	1	3	-5	1.4	-0.9	-2
29	O=C1Cc2cc(O)ccc2O1	-0.4	0.1	-4	-5	-0.3	-6	-4	-3	-0.2	-0.8	-2
30	O=C(Nn1c(-c2ccc(Cl)cc2)nc2ccccc2c1=O)c1cccnc1Cl	-1.6	1.3	3	-8	0.0	-1	4	-5	0.6	-0.6	-3
31	Cc1ccc(NS(=O)(=O)c2ccc3c(c2)NC(=O)CCS3)c(Cl)c1	0.6	-0.7	5	-4	-1.0	-4	4	6	0.3	-1.2	0
32	COc1cc(CNC(=O)Nc2nnc([C@H]3C[C@H](O)[C@@H](CO)O3)s2)cc(OC)c1OC	.	1.9	-1	-8	-0.1	1	2	-4	-1.1	-1.0	-1
33	O=C(O)CN1C(=O)NC2NC(=O)NC21 (stereo unspecified)	1.7	-1.0	-2	1	0.4	0	-5	-4	0.4	-1.1	-2
34	CCCN1CC(=O)N2[C@H](C[C@@]3(n4ccc5ccccc54)c4ccccc4N(S(=O)(=O)c4ccccc4)[C@@H]23)C1=O	.	0.6	4	0	-0.3	-4	-5	-4	-1.1	-0.8	2
35	O=C(NC1=NCCS1)c1ccc([N+](=O)[O-])cc1Cl	-1.1	-2.1	-1	3	0.2	5	2	-1	-0.5	-0.6	4
36	Cc1cccc(NC(=S)NCc2ccc3c(c2)OCO3)c1	0.0	0.3	0	0	-0.6	-2	6	11	0.1	-1.0	-2
37	CCO[C@H]1OC(C(N)=O)=C[C@@H](C(C)(C)C)[C@@H]1CCCO	0.5	0.8	-5	-3	-0.1	-17	1	3	1.6	-1.4	0
38	Cc1cc2nc(SCC(=O)Nc3ccccc3C(=O)O)[nH]c2cc1C	2.5	4.0	-8	-3	0.8	-12	-3	1	2.5	-0.1	5
39	O=C(Nc1ccc2c(c1)OCCO2)c1ccc(Cl)cc1	1.7	15*	0	1	1.5	-4	-2	2	4.8	0.6	6
40	COc1ccc2nc(SCC(=O)Nc3ccc4c(c3)CCC4)[nH]c2c1	-0.8	6.7	2	2	-0.2	2	-1	-2	-1.7	-1.7	2
41	O=C(CCC1CCCC1)NCCCN1CCOCC1	0.7	0.5	1	-5	0.0	2	3	1	-0.2	-1.2	-2
42	CN(C)c1ccc(/C=C2\SC(=S)N(Nc3ncc(C(F)(F)F)cc3Cl)C2=O)cc1	0.8	0.8	0	15	0.2	-44	-36	-7	-0.4	-0.4	4
43	CC(C)N(C(=O)CN1C(=O)C(=O)c2ccccc21)c1ccccc1	0.8	-0.8	-5	-5	0.0	-8	-1	0	-0.2	-1.3	-1
44	CC1CCN(C(=O)c2ccc(-c3ccccc3Cl)o2)CC1	2.5	16*	1	3	17*	1	0	5	4.2	0.5	4
45	O=C(Cc1csc(Nc2nc(=S)[nH]c3ccccc23)n1)NCCCN1CCN(c2cccc(Cl)c2)CC1	-0.4	-1.9	-29	5	-1.9	-11	-12	-4	0.9	-1.2	-3
46	CN(C(=O)COC(=O)C1CCN(S(=O)(=O)c2cccs2)CC1)C1CCS(=O)(=O)C1 (stereo unspecified)	0.2	0.5	-7	2	-0.7	1	-1	-6	-1.8	-1.1	-3
47	Cc1noc(C)c1Cc1c(Cl)cccc1Cl	0.3	-0.3	-2	0	-0.3	-1	-1	1	-0.9	-1.0	2
48	O=C(N[C@H]1CCC(=O)N([C@H](CSc2ccc(Br)cc2)Cc2ccccc2)CC1)OCc1ccccc1	0.0	-3.3	6	-2	-0.2	5	6	1	-0.7	-1.3	-1
49	O=C1C(O)CCN1Cc1ccccc1 (stereo unspecified)	0.1	-0.7	-2	-6	-0.9	2	4	0	-1.0	-1.3	-1
50	Cc1nn(-c2cc(N3CCNCC3)ccc2[N+](=O)[O-])c(=O)c2ccccc12	0.6	0.6	0	-7	-0.2	5	3	-6	0.2	-1.0	2

# Later entries.
no.	Structure	DAX1 inh-1	hgDAF-12 ag	ADAM17 inh	Rev-erbA mod	DAX1 inh-2	PLC-beta3 inh	PLCg1 inh	MBD2 DNA inh	hcDAF12 agonist	ssDAF12 agonist	SMARCA2 act
51	COc1ccc(C(=O)c2ccc(Cl)cc2Cl)cc1	1.2	1.7	1	-2	-0.1	6	2	0	-0.1	-1.0	3
52	COc1ccc(/C=C2/SC(=O)N(NS(=O)(=O)c3ccccc3)C2=S)cc1OC	-1.3	-2.1	-3	-3	0.3	-2	0	-3	0.9	-0.3	2
53	CCOC(=O)c1cnc(SC2CC(=O)N(c3ccccc3)C2=O)nc1N (stereo unspecified)	-0.2	-2.0	-5	-7	0.4	1	0	-1	-0.7	-0.6	-1
54	CCOc1cccc(-c2nnc(SCC(=O)Nc3cc(C)ccc3OC)n2N)c1	-0.8	-0.6	-1	4	-0.5	1	0	-5	-0.2	-1.5	2
55	Cc1c(Cl)cccc1NC(=S)N(CCCN1CCOCC1)Cc1ccco1	-1.2	-0.6	-2	-1	0.2	-6	-1	-1	1.0	-1.4	-1
56	CCCNc1nc2c(c(=O)n(C)c(=O)n2C)n1CCc1ccccc1	-0.8	-1.6	-2	-4	-0.9	2	-2	-1	-2.4	-1.5	-2
